TexasRed fluor – counter-screen for TRb-SRC2 inhibitors: fluorescence interference; AID 1479; 280,000 tested, 0.29% active; Potency, µM (highest dose often 106 µM), inactives show top-dose fluorescence change, negative = quenching; TRb/SRC2 Texas Red total fluorescence interference; active means well fitted curve in either direction with a large enough effect; inconclusive means small, poorly fitted or top-dose-only effect; further: on the % scale 0 is the no-effect control and ±100 the full control effect
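Human TRβ ligand-binding domain (0.6 uM) and Texas Red SRC2 peptide (20 nM) in Tris buffer with 1 uM T3 and 5% DMSO were incubated with pinned compound for 5 hr at ambient temperature. Total fluorescence was computed as S + 2P (555/632 nm).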
Tau FP inhib – inhibitors of human tau fibril formation. 280,000 tested, 0.39% active. K18 P301L tau heparin fibrillization, Alexa594 FP, 6 h. P10636. Potency, µM (doses to about 57.7 µM), without a hit: top-dose activity, negative = inhibition, most hits filed as inhibitors. AID 1468; further: on the % scale 0 is the no-effect control and ±100 the full control effect; nearly all actives have a fitted effect of over 55% in size
Target sequence (P10636 561-689 P618L limits assumed): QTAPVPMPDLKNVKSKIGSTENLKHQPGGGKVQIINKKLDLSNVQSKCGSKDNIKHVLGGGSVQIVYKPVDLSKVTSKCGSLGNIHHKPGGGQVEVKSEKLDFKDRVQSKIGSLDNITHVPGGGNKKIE
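K18 P301L tau (15 uM unlabeled/0.24 uM Alexa 594-labeled, final) + compound + heparin 20 uM final; 100 mM NaOAc pH 7; 6 hr 37 C; ThT 30 uM final added, 1 hr RT; FP ex 555/em 632 nm.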
HTT cytoprotect – Huntington cell model cytoprotection by ATP luminescence; PC12 HTT-Q103 induced, cytoprotection, ATP luminescence, 40 h; Potency, µM (top dose mostly 56.4 µM), for inactives: cytoprotection (ATP increase), hits mostly activators; 230,000 tested, 0.14% active;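 further: % of control where 0% means no effect; nearly all actives have a fitted effect of over 45% in size; toxic huntingtin expression switched on by the ecdysone agonist tebufenozide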
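Compounds were screened for protection of PC12 cells against cell death after tebufenozide induction (100 nM final) of mutant Huntingtin exon 1 (Q103) fused to GFP.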
Tau fluor cs – counter-screen for tau fibril formation inhibitors. tau K18 P301L Alexa594 fluorescence, heparin fibrillization. Potency, µM (doses to about 57.7 µM), for the others: at the highest dose activity change, negative = decrease. 280,000 tested, 0.93% active. AID 1463; further: on the % scale 0 is the no-effect control and ±100 the full control effect; nearly all actives have a fitted effect of over 55% in size
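Human K18 P301L tau (15 uM unlabeled plus 0.24 uM Alexa 594-labeled, final) in 100 mM sodium acetate pH 7 was mixed with compound and 20 uM heparin and incubated 6 hr at 37 C.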
Tau fibril ThT – inhibitors of human tau fibril formation, thioflavin T binding. P10636. recombinant tau K18 P301L, heparin-induced fibrillization, ThT fluorescence. Potency, µM (doses to about 57.4 µM), without a hit: at the highest dose activity, negative = inhibition, hits mostly inhibitors. 270,000 tested, 2.1% active. AID 1460; further: on the % scale 0 is the no-effect control and ±100 the full control effect; nearly all actives have a fitted effect of over 55% in size
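Using a mix of unlabeled (15 uM) and Alexa 594-labeled (0.24 uM) tau K18 P301L, heparin-triggered fibrillization over 6 hr at 37 C was scored by ThT fluorescence.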
TRb SRC2 PPI – TRbeta-SRC2 interaction inhibition; TRbeta-SRC2 peptide binding, fluorescence polarization; receptor liganded with 1 µM T3; Potency, µM (titrated, usually from 106 µM), without a hit: at the top dose activity change, negative = inhibition, actives largely listed as inhibitors; 280,000 tested, 0.065% active; AID 1469;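 further: plate controls were bound peptide for no effect and peptide without receptor for full effect; nearly all actives have a fitted effect of over 50% in size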
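Read-out is fluorescence polarization (555 nm excitation, 632 nm emission) of a Texas Red SRC2 coactivator peptide; loss of signal reflects blocked binding to human TRb ligand-binding domain in the presence of 1 uM T3.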
L3MBTL1 inh – inhibitors of human L3MBTL1; Potency, µM (top dose mostly 57.1 µM), for the others: top-dose activity, negative = inhibition, most hits filed as inhibitors; AlphaScreen L3MBTL1–H3K9me1 peptide binding; 230,000 tested, 0.66% active; AID 485360; further: on the % scale 0 is the no-effect control and ±100 the full control effect; nearly all actives have a fitted effect of over 60% in size
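Read-out is AlphaScreen signal from streptavidin donor and nickel chelate acceptor beads (10 ug/mL final each) bridging L3MBTL1 (50 nM) and biotinylated K9-monomethylated H3(1-15) peptide (75 nM), after 30 min compound exposure at room temperature.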
RECQ1 helicase – inhibitors of human RECQ1 DNA helicase. P46063. RECQ1 DNA unwinding, red fluorescence kinetic read. Potency, µM (titrated, usually from 57.3 µM), without a hit: at the top dose activity, negative = inhibition, actives largely listed as inhibitors. 240,000 tested, 0.54% active. AID 2549;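 further: plate controls were vehicle for no effect and no enzyme for full effect; nearly all actives have a fitted effect of over 30% in size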
Target sequence (P46063 whole entry, looked up): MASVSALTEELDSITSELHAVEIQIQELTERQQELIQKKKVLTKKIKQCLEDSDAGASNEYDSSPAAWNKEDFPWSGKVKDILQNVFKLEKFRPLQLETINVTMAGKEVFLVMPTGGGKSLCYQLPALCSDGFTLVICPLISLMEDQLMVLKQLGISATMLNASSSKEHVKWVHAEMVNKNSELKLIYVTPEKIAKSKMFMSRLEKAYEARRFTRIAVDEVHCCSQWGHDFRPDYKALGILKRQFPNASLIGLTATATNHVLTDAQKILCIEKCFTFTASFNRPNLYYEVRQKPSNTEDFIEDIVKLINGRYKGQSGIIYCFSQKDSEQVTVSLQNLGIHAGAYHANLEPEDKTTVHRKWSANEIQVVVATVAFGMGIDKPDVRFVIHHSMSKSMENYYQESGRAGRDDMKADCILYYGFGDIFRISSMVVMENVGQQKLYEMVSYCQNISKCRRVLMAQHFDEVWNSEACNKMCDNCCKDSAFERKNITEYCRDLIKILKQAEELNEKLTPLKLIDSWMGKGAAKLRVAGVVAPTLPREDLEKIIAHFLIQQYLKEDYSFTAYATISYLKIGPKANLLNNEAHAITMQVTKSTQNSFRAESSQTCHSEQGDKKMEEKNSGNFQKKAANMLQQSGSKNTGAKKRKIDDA
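50 nM RECQ1T1 preincubated 15 min with compound in Tris pH 8.0 buffer with MgCl2, DTT, Tween-20 and 2.5 ug/ml poly(dI-dC); started with 200 nM TAMRA/BHQ-2 forked duplex and 2 mM ATP. Unwinding read as fluorescence (525/598 nm), two reads 2 h apart.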
Numbers without * were called inactive; i = inactive; ? = inconclusive; . = not tested or not shown; & = joins results of further samples; [ ] = remark or other dose. Unless noted, the call rests on the fitted dose curve; in most records, active means well fitted curve in the direction sought with a large enough effect; inconclusive means small, poorly fitted or top-dose-only effect, or another doubt; inactive means no such curve, though single readings can be large; an effect the other way counts as inactive or inconclusive. Potency means the concentration at half of the fitted maximal effect.

SMILES	TexasRed fluor	Tau FP inhib	HTT cytoprotect	Tau fluor cs	Tau fibril ThT	TRb SRC2 PPI	L3MBTL1 inh	RECQ1 helicase
Nc1cccc(-c2cn3cccnc3n2)c1	-1%	-4%	-19%	-4%	-4%	4%	7%	-8%
Cc1cc(NC(=O)CC2CCCC2)n(-c2nc3ccccc3[nH]2)n1	3%	?	-36%	-28%	8%	-3%	3%	-5%
N#CCCN(C(=O)COC(=O)c1ccc2c(=O)n3c(nc2c1)CCC3)c1ccc(F)cc1	-1%	-10%	-19%	3%	10%	-1%	7%	i
COC(=O)c1ccc(C(NC(=O)OCc2ccccc2)/C(=C/[C@@H](C)C(=O)N(C)Cc2ccccc2)c2cccnc2)cc1 (some centres undefined)	-3%	6%	3%	0%	0%	2%	.	-1%
Clc1nnc(N/N=C/c2ccccc2)c2ccccc12	-7%	?	-13%[10 µM]	?	?	7%	.	-6%
CCOC(=O)c1c(N)sc(C(=O)Nc2ccc3c(c2)OCO3)c1C	-2%	-3%	-55%[inhibitor]	-7%	-5%	4%	.	3%
CC(=O)N1CCC2(CC1)C/C(=N\NC(=S)Nc1ccccc1C)c1cc(O)ccc1O2	-7%	7%	-25%	?	?	8%	.	-5%
COc1ccccc1N1CCN(CCCCN2C(=O)c3ccccc3C2=O)CC1	7%&-2%&0%	4%&-12%&0%	-15%	1%&-9%&-8%	1%&-3%&-8%	15%&-2%&5%	.	-5%&-3%&-5%
CCOc1ccc(NC(=O)CSc2ncc3c(n2)-c2ccccc2N(C)S3(=O)=O)cc1	0%	?	.	-8%	10%	4%	.	.
COc1ccc2[nH]cc(CCNC(C)=O)c2c1	0%	-12%&2%&3%&-1%	-16%[1.9 µM]	-1%&-9%&-3%&-10%	3%&-7%&-9%&-9%	6%	.	-6%
O=C(NC12CC3CC(CC(C3)C1)C2)N(Cc1ccccc1)Cc1ccncc1	-6%	1%	2%[10 µM]	-2%	-13%	-6%	-7%	i
Cc1c(-c2ccccc2)nc2ccccc2c1C(=O)O	1%	-3%	-16%	3%	2%	1%	6%	-2%
Cc1ccccc1NC(=O)c1ccc(CNS(=O)(=O)c2ccc3c(c2)C(C)(C)C(=O)N3C)cc1	0%	0%	.	-10%	-2%	0%	.	.
CC(C)c1ccc(N=C2NN=C(c3cccs3)CS2)cc1	-1%	4%	-81%[inhibitor]	?	?	-14%	.	-18%
CCOCCc1nn2c(=O)cc(COC(=O)c3ccccc3OC)nc2s1	2%	1%	.	-9%	-20%	-2%	.	.
Cc1ccc(S(=O)(=O)N(C)C2(C)CCS(=O)(=O)C2)cc1 (centres undefined)	-1%	0%	-1%[10 µM]	-7%	-6%	-2%	.	-10%
COc1ccc(NC(=O)/C=C\C(=O)N(c2ccc(C(C)C)cc2)C(C(=O)NCc2ccco2)c2ccc(C)cc2)cc1 (centres undefined)	0%	9%	.	-24%	-11%	-6%	.	.
CC(C)Cc1oc(C(=O)O)cc1CN1CCOCC1	-7%	-2%	-27%	4%	8%	1%	1%	-6%
COc1ccc(CCN2C(=O)CC(NNc3ccc([N+](=O)[O-])cc3)C2=O)cc1OC (centres undefined)	0%	-7%	-38%[inhibitor]	?	11µM*	8%	-8%	11%
CSc1ccc(CCNC(=O)CCc2c(C)nc3c(c(C)nn3-c3ccccc3)c2C)cc1	-1%	-11%	.	-8%	-1%	0%	.	.
O=C(OCc1cc(=O)n2nc(-c3cccs3)sc2n1)c1ccc(F)cc1	-4%	2%	.	-10%	?	-2%	.	.
CCOC(=O)SC1=N/C(=C\c2ccc(N(C)C)cc2)C(=O)S1	-2%	1%	-29%[0.074 µM]	-21%	4.5µM*	1%	-23%	-6%
NS(=O)(=O)c1ccc(S(=O)(=O)N(Cc2ccccc2F)CC2CCCO2)cc1 (centres undefined)	0%	-8%	4%	-7%	-8%	4%	6%	i
Cc1cc(N)ccc1N1CCCC1	45µM*[fluorescent]	13µM*	-17%	?	7.1µM*	40µM*	-14%	-21%
O=C(CN(Cc1ccccc1F)C(=O)Cn1nnc(-c2cccs2)n1)NCC1CCCO1 (centres undefined)	1%	-5%	0%	-4%	4%	-5%	-5%	i
O=S(=O)(Nc1ccc(Cl)cn1)c1ccc(Cl)cc1	-1%	-7%	8%[10 µM]	-3%	-3%	-1%	9%	12%
COc1ccc(OCC(=O)Sc2ccc(C)cc2)cc1	4%	12%	6%	2%	?	-3%	.	6%
O=C(Nc1ccc(Cl)cc1)[C@@H]1[C@@H]2C(=O)N(c3ccc(Cl)cc3Cl)C(=O)[C@@H]2[C@H]2C=CC=NN21	4%	5%	-2%	-22%	?	1%	.	i
c1ccc(-n2ncc3c(NCc4cccnc4)ncnc32)cc1	-2%	6%	-22%	-3%	-4%	-14%	.	-4%
Cc1nn(C(=O)c2cccs2)c(N)c1-c1ccccc1	-4%	-4%	6%	?	?	-1%	?	-1%
OC(COc1ccc2ccccc2c1)Cn1ccnc1 (centres undefined)	2%	-1%	-7%	-8%	-11%	-7%	.	i
Cc1cc(C)cc(NC(=O)c2c(C)nc3ccccn23)c1	-1%	-3%	-17%[10 µM]	-1%	-15%	5%	2%	6%
COc1ccc(N(CC(=O)Nc2cccc([N+](=O)[O-])c2C)S(C)(=O)=O)cc1OC	1%	-2%	-4%[10 µM]	4%	1%	9%	5%	i
COC(=O)c1ccc(-c2ccc(/C=N/NC(=O)Cc3nnc(N)s3)o2)cc1	-5%	6%	-23%[10 µM]	-16%	7.9µM*	1%	-14%	i
O=C(COC(=O)c1ccc[nH]c1=O)NC1CCCCC1	-3%	-4%	-2%[10 µM]	-3%	0%	-4%	0%	0%
Cc1nnc2c(N3CCN(c4ccccc4F)CC3)nc3ccc(C(=O)c4ccccc4)cc3n12	-2%	10%	.	4%	9%	-1%	.	.
CCc1cccc(C)c1NC(=O)C(CC)Sc1nc2ccncc2[nH]1 (centres undefined)	0%	1%	.	-5%	1%	-5%	.	.
COc1ccc2nc(NC(=O)NC3CCCCC3)sc2c1	-2%	8%	8%[10 µM]	?	.	3%	.	-4%
N/C(CN1CCCC1=O)=N\OC(=O)c1ccc(Cl)cc1	-5%	7%	10%[10 µM]	8%	-1%	-3%	0%	-2%
Cn1c(SCc2nc(-c3ccc(Cl)cc3)no2)nnc1-c1ccccc1	-2%	0%	-7%	-10%	-24%	-10%	.	-12%
CCCCOc1ccc(C(=O)NCC(=O)OCC(=O)N2CCN(S(=O)(=O)c3ccc(C)cc3C)CC2)cc1	0%	3%	26%[10 µM]	-6%	-14%	3%	-9%	-1%
Oc1ccccc1-c1cc(C(F)(F)C(F)F)nc(-c2ccccc2)n1	1%	-12%	-2%[0.074 µM]	-7%	-5%	6%	0%	-5%
CCCCn1c(N)nc2ccccc21	3%	1%	-22%	-4%	-1%	-1%	.	-2%
Cc1cc(NC(=O)CSc2nc(-c3ccccc3)cs2)no1	-1%	-14%	3%[0.074 µM]	-8%	2%	-10%	9%	-15%
CC(C)(O)C#Cc1ccc(CN2CCCC(CO)(Cc3cccc(Cl)c3)C2)cc1 (centres undefined)	-1%	4%	-6%[10 µM]	-10%	-13%	7%	-2%	?
CC(C(=O)Nc1ncccn1)(c1ccccc1)c1ccccc1	-2%	3%	1%	7%	4%	4%	-6%	i
N#CNC(=Nc1ccc(F)cc1)SCc1ccccc1	3%	-8%	4%[10 µM]	4%	-1%	-12%	5%	-1%
Cc1ccc2nc(-c3ccc(NC(=O)COC(=O)c4ccco4)cc3)sc2c1	-6%	-5%	-3%[10 µM]	-11%	-14%	6%	-17%	-6%
CCCN1C(=O)COc2ccc(-c3n[nH]c(=O)c4ccccc34)cc21	-3%	-5%	-2%	0%	-13%	0%	-5%	i
CCCCc1nc(N)c(C#N)c(-c2ccco2)c1CCC	-2%	-7%	-13%[10 µM]	-9%	-1%	-8%	-7%	17%
CCOc1ccc(N/C(=C(/C(Cl)=C(Cl)Cl)[N+](=O)[O-])n2cncn2)cc1	0%	-4%	-14%	-16%	?	-5%	.	-4%
C=CCN1C(=O)C2(C(C(=O)c3ccc(C)o3)=C(O)C(=O)N2CCCN2CCOCC2)c2ccccc21 (centres undefined)	0%	-1%	-17%[0.074 µM]	-7%	-5%	5%	-1%	-9%
C=CCn1c(/N=C/c2ccc(N(C)C)cc2)nc2ccccc21	0%	2%	-14%	-3%	1%	2%	-3%	5%
O=c1ccc(S(=O)(=O)N2CCC(Cc3ccccc3)CC2)c[nH]1	0%	-9%	-16%	-7%	-4%	-4%	3%	-3%
O=C(/C=C/c1ccc(S(=O)(=O)N2CCOCC2)cc1)NCc1ccc(Cl)cc1	0%	-6%	-14%[10 µM]	-11%	2%	-1%	-9%	6%
CC(=O)c1cccc(NC(=O)c2noc3c2CCCC3)c1	4%	-5%	.	-23%	-14%	-14%	.	.
CC(NC(=O)c1ccc(Br)cc1)C(=O)NC1=NCCS1 (centres undefined)	-3%	7%	-37%	3%	9%	-6%	33%[activator]	i

Grouped by structure: the compounds so far containing an aryl thioether with sulfur outside any ring
SMILES	TexasRed fluor	Tau FP inhib	HTT cytoprotect	Tau fluor cs	Tau fibril ThT	TRb SRC2 PPI	L3MBTL1 inh	RECQ1 helicase
CCOc1ccc(NC(=O)CSc2ncc3c(n2)-c2ccccc2N(C)S3(=O)=O)cc1	0%	?	.	-8%	10%	4%	.	.
CSc1ccc(CCNC(=O)CCc2c(C)nc3c(c(C)nn3-c3ccccc3)c2C)cc1	-1%	-11%	.	-8%	-1%	0%	.	.
CCc1cccc(C)c1NC(=O)C(CC)Sc1nc2ccncc2[nH]1 (centres undefined)	0%	1%	.	-5%	1%	-5%	.	.
Cn1c(SCc2nc(-c3ccc(Cl)cc3)no2)nnc1-c1ccccc1	-2%	0%	-7%	-10%	-24%	-10%	.	-12%
Cc1cc(NC(=O)CSc2nc(-c3ccccc3)cs2)no1	-1%	-14%	3%[0.074 µM]	-8%	2%	-10%	9%	-15%

Not all compounds are listed; rates above refer to the full screens.
